# NTR1 agonist: agonists of NTR1, primary screen, imaging, U2OS cells, beta-arrestin-GFP, high content (AID 493036). Neurotensin receptor type 1 (Homo sapiens), P30989. NTR1-U2OS beta-arrestin-GFP spot imaging, agonist mode. activation, % at 20 µM. 330,000 tested, 0.17% active;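 active = activation at or above 40% of the spot to cytoplasm intensity ratio, with at least 20 cells analyzed; inconclusive = wells under 20 cells, flagged as cytotoxic or low count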;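 note: 0% = DMSO without peptide and 100% = 100 nM NTR1 peptide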
# Target sequence (P30989 whole entry, looked up): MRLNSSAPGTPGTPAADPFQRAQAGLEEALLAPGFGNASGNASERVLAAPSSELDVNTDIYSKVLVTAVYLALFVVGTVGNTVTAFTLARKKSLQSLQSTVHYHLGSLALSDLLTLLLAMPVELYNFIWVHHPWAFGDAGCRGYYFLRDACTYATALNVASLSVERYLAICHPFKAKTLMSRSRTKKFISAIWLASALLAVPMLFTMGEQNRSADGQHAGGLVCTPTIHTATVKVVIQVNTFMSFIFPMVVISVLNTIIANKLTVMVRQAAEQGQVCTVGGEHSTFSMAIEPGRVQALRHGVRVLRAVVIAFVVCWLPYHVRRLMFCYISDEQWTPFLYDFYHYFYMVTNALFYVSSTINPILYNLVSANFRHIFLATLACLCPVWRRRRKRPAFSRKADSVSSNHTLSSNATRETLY
# West Nile virus CPE: West Nile virus antiviral activity, cell-based, CPE readout (AID 1621); West Nile virus-infected cells, CPE inhibition; higher % means a stronger effect; CPE inhibition, % at 10 µM; hits with a dose series show IC50 in µM; 290,000 tested, 0.02% active; in the data active = a potency from the dose series; inconclusive = CPE inhibition mostly from about 3.7% at the one dose, without a potency; inactive = the rest, 99 in 100 with CPE inhibition below about 2.2%; note: strong numbers were not always called active
# T cell HTS: modulators of CD8 T cell-vesicle binding, primary screen, mouse 2C CD8+ T cells, flow cytometry; 330,000 tested, 0.068% active; calls only at 7 µM; 2C CD8+ T cell-vesicle binding; active compounds read low;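 active = response, share of CD8 T cells binding vesicles, and their 90th percentile fluorescence all below set limits, cut at about 80% in these data, passing the limit was not always enough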
#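 Incubation: binding step 1.5 h, 37 °C, antibody labelling 20 min, ice; system: murine 2C transgenic CD8+ T lymphocytes; technique: cytometric PE anti-B7-1 and Alexa647 anti-CD8 signals after 1% paraformaldehyde fixation; also added: QL9-charged Drosophila Ld/ICAM-1/B7-1 vesicles; control set: naked versus QL9-loaded vesicles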
# Large T inhibition: SV40 large T antigen inhibitors, biochemical (AID 1903); SV40 large T antigen ATPase/helicase inhibition assay; higher % means a stronger effect; inhibition, % at 20 µM, or IC50 in µM where a hit was titrated; 310,000 tested, 0.39% active; in the data active = a potency from the dose series; inconclusive = inhibition mostly from about 32% at the one dose, without a potency; inactive = the rest, 99 in 100 with inhibition below about 32%; note: strong numbers were not always called active
# MgcRacGAP inhibition: MgcRacGAP GTPase-activating activity inhibitors, confirmation, biochemical, ADP Hunter fluorescence. Rac GTPase-activating protein 1 (Homo sapiens). MgcRacGAP-stimulated Rac1 GTP hydrolysis, ADP Hunter fluorescence; higher % means a stronger effect; GST-tagged Rac1 F28L mutant substrate. one-dose inhibition, % at 30 µM; IC50 in µM for titrated hits. 340,000 tested, 0.6% active;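 active = first-screen hits whose inhibition reached a set limit at any dose in the follow-up dose series; inconclusive = inhibition above the set first-screen limit but never retested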;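 note: fluorescence reports GDP produced by GAP-driven GTP hydrolysis; strong numbers were not always called active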
# Dengue-2 NS5 capping: Dengue-2 NS5 methyltransferase inhibitors, primary screen, biochemical, confirmation dose response (AID 588689); 340,000 tested, 0.3% active; Genome polyprotein (Dengue virus type 2 (strain 16681-PDK53)); inhibition, % at 25 µM, or IC50 in µM where a hit was titrated; Dengue-2 NS5 methyltransferase capping enzyme assay, biochemical; higher % means a stronger effect; in the data active = a potency from the dose series; inconclusive = inhibition above about 29% without an active follow-up result
# Salmonella PhoP GFP: inhibitors of PhoP regulon expression, primary screen, Salmonella Typhimurium, GFP reporter (AID 1863); 300,000 tested, 0.16% active; S. Typhimurium PhoP-regulated promoter GFP reporter, 4 h; higher % means a stronger effect; inhibition, % at 50 µM; hits with a dose series show IC50 in µM;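 active = inhibition over 29.93%, a cutoff 3 SD above the screen mean, later confirmed by dose response; inconclusive = inhibition over 29.93% but no dose response follow-up; inactive = inhibition at most 29.93% or unconfirmed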;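 note: 0% = low Mg2+ inducing control and 100% = high Mg2+ repressing control; strong numbers were not always called active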
# K1F lysis inhibition: inhibition of K1F phage lysis, E. coli UTI89, bacterial capsule biogenesis inhibitors, alamar blue (AID 488966). E. coli UTI89 K1F phage lysis, alamar blue, 2 h; higher % means a stronger effect. one-dose inhibition, % at 100 µM; IC50 in µM for titrated hits. 340,000 tested, 0.02% active;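 active = phage lysis inhibition, versus mean bacterial control, above a set limit; inconclusive = no clear call, values can overlap the other calls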;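 note: capsule biogenesis inhibitors block K1F phage lysis so surviving cells raise fluorescence; higher fluorescence means more inhibition of phage lysis; actives were called in the ten point dose series up to 300 µM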
# RSV CPE inhibition: RSV antiviral activity via CPE protection, HEp-2 cells, primary 10 µM value included (AID 2391). HEp-2 cells, RSV-induced CPE inhibition; higher % means a stronger effect. one-dose CPE inhibition, % at 10 µM; IC50 in µM for titrated hits. 310,000 tested, 0.13% active; in the data active = a potency from the dose series; inconclusive = CPE inhibition mostly from about 23% at the one dose, without a potency; inactive = the rest, 99 in 100 with CPE inhibition below about 21%; note: strong numbers were not always called active
# T cell HTS vesicle-bound %: recorded beside T cell HTS, whose call it bears; double positive events, %; measured here: CD8+ vesicle-bound cell fraction;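 binding gate set so that unloaded-vesicle control wells show 10% double positive cells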
# NTR1 agonist cell count 20 µM: further read-out of NTR1 agonist, marked with its call; cell count; measured here: cell count, cytotoxicity flag
# Dengue-2 NS5 capping pilot replicate: second read-out of Dengue-2 NS5 capping, no call of its own (marks repeat the call); inhibition, %; measured here: pilot screen replicate inhibition
# Active calls of the source: *; i = inactive; ? = inconclusive; nt = no result given; [ ] = another dose, or the depositor's remark. Rows are unselected. Share with any hit: about 1.5%.
SMILES,NTR1 agonist,NTR1 agonist cell count 20 µM,West Nile virus CPE,T cell HTS,T cell HTS vesicle-bound %,Large T inhibition,MgcRacGAP inhibition,Dengue-2 NS5 capping,Salmonella PhoP GFP,K1F lysis inhibition,RSV CPE inhibition,others
O=C(N/N=C/c1ccc(Cl)cc1Cl)c1n[nH]c2c1CCCC2,-0.1,65,-0.2%,i,36,12%,0%,-8%,12%,1.0%[50 µM],0.5%,
CCN1CCN(C(=O)N(Cc2ccc(Cl)cc2)S(=O)(=O)c2ccc(C)cc2)CC1,-1.5,45,nt,i,52,-3%,3%,-9%,-8%,0.7%[50 µM],-2.3%,
CC1(C)CC2CC(C)(CN2C(=O)COC(=O)c2cc(Cl)cc(Cl)c2N)C1 (centres undefined),5.5,53,-0.4%,i,39,2%,-3%,-13%,-4%,-1.8%,1.1%,
CN1CCN(c2nc3c(c(=O)n(C)c(=O)n3C)n2Cc2ccccc2Cl)CC1,-0.4,59,-0.9%,i,45,10%,11%,-4%,-3%,0.2%,1.6%,Dengue-2 NS5 capping pilot replicate=3.0
CCN(CC)S(=O)(=O)c1ccc(C(=O)NNC(=O)C2CCN(S(=O)(=O)c3ccc(Cl)cc3)CC2)cc1,0.3,63,0.4%,i,14,29%,9%,3%,6%,0.2%,3.8%,
CCOc1cnc(-c2c(-c3ccccc3Cl)noc2C)o1,-1.4,49,-1.1%,i,43,9%,-1%,-1%,5%,-0.9%,1.2%,
CCN(CC)CCCNC(=O)c1nn(-c2ccccc2OC)c(=O)c2ccccc12,0.3,72,-0.2%,i,54,4%,5%,3%,-1%,1.6%[50 µM],-0.9%,
Cc1cccc(Nc2nc3ccccc3s2)c1C,0.0,61,-0.5%,i,28,4%,1%,-2%,7%,3.4%,2.7%,
CCC(=O)Nc1cc2c(cc1C(=O)CC)OCCO2,0.0,41,0.6%,i,8,7%,11%,-3%,3%,0.5%,0.0%,
NS(=O)(=O)c1ccc(CCNC(=O)CCCn2c(=O)[nH]c3ccc(Br)cc3c2=O)cc1,1.9,93,1.0%,i,51,4%,5%,1%,6%,-0.3%,-0.7%,

# Looked up by compound from the entries so far, 6 records:
SMILES,NTR1 agonist,NTR1 agonist cell count 20 µM,West Nile virus CPE,T cell HTS,T cell HTS vesicle-bound %,Large T inhibition,MgcRacGAP inhibition,Dengue-2 NS5 capping,Salmonella PhoP GFP,K1F lysis inhibition,RSV CPE inhibition,others
O=C(N/N=C/c1ccc(Cl)cc1Cl)c1n[nH]c2c1CCCC2,-0.1,65,-0.2%,i,36,12%,0%,-8%,12%,1.0%[50 µM],0.5%,
CCN1CCN(C(=O)N(Cc2ccc(Cl)cc2)S(=O)(=O)c2ccc(C)cc2)CC1,-1.5,45,nt,i,52,-3%,3%,-9%,-8%,0.7%[50 µM],-2.3%,
Cc1cccc(Nc2nc3ccccc3s2)c1C,0.0,61,-0.5%,i,28,4%,1%,-2%,7%,3.4%,2.7%,
CCC(=O)Nc1cc2c(cc1C(=O)CC)OCCO2,0.0,41,0.6%,i,8,7%,11%,-3%,3%,0.5%,0.0%,
CCOc1cnc(-c2c(-c3ccccc3Cl)noc2C)o1,-1.4,49,-1.1%,i,43,9%,-1%,-1%,5%,-0.9%,1.2%,
CCN(CC)CCCNC(=O)c1nn(-c2ccccc2OC)c(=O)c2ccccc12,0.3,72,-0.2%,i,54,4%,5%,3%,-1%,1.6%[50 µM],-0.9%,

# Going on with the list.
SMILES,NTR1 agonist,NTR1 agonist cell count 20 µM,West Nile virus CPE,T cell HTS,T cell HTS vesicle-bound %,Large T inhibition,MgcRacGAP inhibition,Dengue-2 NS5 capping,Salmonella PhoP GFP,K1F lysis inhibition,RSV CPE inhibition,others
CC1CCCN(c2ncnc3c2cnn3-c2ccc(Cl)cc2)C1 (centres undefined),7.1,61,-0.2%,i,47,nt,-3%,-3%,-6%,0.2%,17%,
O=C(C1CCCCC1)N1CCCC(c2nc3c(nnn3Cc3ccccc3)c(=O)[nH]2)C1 (centres undefined),0.3,76,0.1%,i,7,1%,5%,-4%,-2%,0.8%,2.4%,
CCc1ccc(OCC2c3cc(OC)c(OC)cc3CCN2C(=S)NC)cc1 (centres undefined),4.3,63,-1.4%,i,35,1%,7%,5%,4%,0.1%,11%,
Cc1cc(/C=C2/SC(=O)N(CC(=O)N3CCOCC3)C2=O)c(C)n1-c1ccccc1F,-0.2,59,-0.6%,i,6,14%,7%,1%,1%,2.0%[50 µM],0.9%,
COc1cccc(N2CCN(Cc3nc(N)nc(Nc4ccccc4OC)n3)CC2)c1,2.1,74,-0.7%,i,16,5%,7%,-4%,-10%,0.0%,0.0%,
COc1cccc(CN2CC(C(=O)N3CCCC3)CCC2=O)c1 (centres undefined),-0.2,63,0.0%,i,27,6%,6%,-1%,3%,0.2%,nt,
Cc1c(NC(=O)C(C)SC(=S)N2CCCC2)c(=O)n(-c2ccccc2)n1C (centres undefined),1.8,56,nt,i,43,nt,4%,4%,nt,0.5%[50 µM],nt,
CC(=O)c1c(C)[nH]c(C(=O)COC(=O)CCSc2ccccc2)c1C,23,78,-0.3%,i,61,5%,2%,nt,-2%,2.3%,11%,
Cc1ccc(C2(C(F)(F)F)N=C3Sc4cc(C)ccc4N3C(=O)N2)cc1 (centres undefined),-2.6,20,nt,i,7,1%,nt,nt,-9%,nt,-0.5%,
CCn1cc(/C=N/NC(=O)c2ccc(C#N)cc2F)c2ccccc21,0.8,80,-0.1%,nt,nt,25%,15%,1%,7%,-1.5%,3.6%,
Cc1nc2cc(NC(=O)c3ccc(Cl)cc3)ccc2n1C,-1.1,69,-2.1%,i,15,8%,14%,-2%,-1%,0.2%,18%,Dengue-2 NS5 capping pilot replicate=-0.9
COc1cccc(C(=O)Oc2ccc(N3C(=O)CCC3=O)c(C)c2)c1,-0.1,51,-0.1%,i,10,9%,0%,-5%,-12%,-0.3%,1.7%,
COc1cc2c(cc1NC(=O)CN1C(=O)NC3(CCc4ccccc43)C1=O)oc1ccccc12 (centres undefined),0.8,80,1.8%,i,8,15%,2%,-15%,9%,-0.9%,?,
Cc1cc(-c2nnc(SCC(=O)Nc3ccc(Br)cc3F)n2N)n[nH]1,0.3,52,-0.4%,i,21,3%,15%,-5%,-8%,-0.1%,2.2%,
CCOC(=O)c1cc2sccc2n1CC(=O)C(C)(C)C,-0.2,58,0.2%,i,52,21%,5%,-5%,-1%,0.2%,-0.4%,
O=C(O)Cn1nc(-c2ccc(F)cc2)oc1=O,-1.3,101,-0.2%,i,19,6%,10%,-11%,28%,0.3%,1.1%,
Cc1nnc2ccc(-c3cccc(NS(=O)(=O)c4ccccc4Cl)c3)nn12,2.9,63,nt,i,15,10%,4%,-4%,9%,0.9%[50 µM],12%,
Cc1[nH]n(S(=O)(=O)Cc2ccccc2)c(=O)c1N=Nc1ccccc1Cl,1.0,51,-0.6%,i,56,16%,8%,6%,-7%,1.8%,-0.6%,
CCN1C(=NCc2ccco2)N[C@@H](c2cccc(C(F)(F)F)c2)C(C(=O)OC)=C1C,1.9,71,nt,i,16,nt,-1%,-1%,nt,-0.1%,nt,
CC(C)c1ccc(N(C(=O)c2cc3ccccc3oc2=O)C2C=CS(=O)(=O)C2)cc1 (centres undefined),0.4,53,-0.6%,i,53,-6%,-2%,-6%,21%,1.2%,1.0%,
Cc1cc(SCc2ccc(Br)cc2)nc(=O)[nH]1,-0.9,62,-0.3%,i,23,13%,4%,-12%,0%,0.0%,-0.9%,
Cc1nc(Nc2ccccc2)sc1C,-0.3,28,0.1%,i,43,11%,11%,-4%,-8%,-0.3%,1.5%,
COc1cc(OC)c2ccc(=O)oc2c1C(CCN1CCCC1)c1ccc2c(c1)OCO2 (centres undefined),-1.9,82,-0.2%,i,41,17%,9%,-18%,1%,1.6%,-2.2%,
Cc1ccc(O)c(/C=N/NC(=O)COc2ccc3c(C)cc(=O)oc3c2)c1,0.1,43,-0.2%,i,18,26%,1%,-1%,0%,0.1%,0.4%,
CCCOc1ccc(C2NC(=O)NC2=O)cc1 (centres undefined),-0.2,55,0.1%,i,35,-2%,1%,1%,2%,1.4%,0.5%,
O=c1cnnc(N/N=C/c2ccc3c(c2)OCO3)[nH]1,1.8,64,0.2%,i,34,22%,2%,-2%,-3%,0.2%,-1.4%,
COc1cccc2sc(Nc3nc(-c4ccccn4)cs3)nc12,11,75,?,i,20,-3%,2%,0%,6%,0.6%,2.8%,
